# Compound activity as filed in PubChem.
# Scp1 inh – inhibitors of human Scp-1 phosphatase. Recombinant Scp1, phosphopeptide, malachite green phosphate absorbance. inhibition, % at 20 µM. actives 0.88% (n = 340,000). AID 493091;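 active = inhibition above about 50% at 20 µM, limit read from the data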;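 also: plate controls were DMSO wells with enzyme for no effect and wells lacking enzyme for full effect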
# Target sequence (Q9GZU7 76-261 limits assumed): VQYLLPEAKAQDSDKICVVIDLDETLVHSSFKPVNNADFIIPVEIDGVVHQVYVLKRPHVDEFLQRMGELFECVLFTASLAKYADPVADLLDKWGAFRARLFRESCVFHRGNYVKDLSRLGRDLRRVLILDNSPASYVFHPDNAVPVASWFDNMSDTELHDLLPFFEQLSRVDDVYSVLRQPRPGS
#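 Assay system: SCP-1 catalytic fragment, aa 76-261 | Buffer or medium: Tris acetate buffer pH 5.5 with MgCl2 and Tween-20 | Compound: One concentration, 20 µM, with 1.0% DMSO | Also added: Phospho 17-mer peptide substrate | Signal: Absorbance at 630 nm | Incubation: 45 min enzyme reaction at room temperature | Measure: % inhibition of SCP-1 phosphate liberation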
# SUMO1-SIM PPI – SUMO1-SIM interaction modulation; P63165; SUMO1 binding to a labelled peptide, TR-FRET, 1 h; inhibition, % at 20 µM; actives 0.33% (n = 360,000); AID 602429; in the data active = inhibition above about 37%
# Target sequence (P63165 whole entry, looked up): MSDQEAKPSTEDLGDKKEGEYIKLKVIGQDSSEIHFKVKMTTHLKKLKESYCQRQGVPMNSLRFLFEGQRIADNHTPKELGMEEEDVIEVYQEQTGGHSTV
# CSN deneddyl inh – blocks human CSN-mediated cullin deneddylation. Q92905. Purified CSN, SCF-Nedd8-OG deneddylation, fluorescence polarization. inhibition, % at 12.5 µM. actives 0.38% (n = 360,000);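 active = pattern-corrected inhibition above about 35%, with an unprinted fluorescence ratio check between 0.5 and 1.5, limit read from the data, passing the limit was not always enough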;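 also: 0% = enzyme with substrate and 100% = substrate without enzyme; some results filed as inactive read as strong as hits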
#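 Assay system: purified human Csn5 enzyme expressed in HEK293T cells; measure: % inhibition; also added: SCFSkp2-Nedd8OG substrate at 10 nM final; technique: fluorescence polarization; times: reaction 90 min, room temperature; medium: Tris buffer pH 7.5, NaCl, DTT, Tween-20, trehalose, ovalbumin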
# STEP block – STEP (human) phosphatase inhibition. P54829. recombinant STEP, OMFP fluorogenic substrate, fluorescence. inhibition, % at 20 µM. actives 0.25% (n = 360,000). AID 588621;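 active = inhibition at 20 µM, scaled per plate between control wells, above about 37%, limit read from the data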;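 also: 0% = DMSO with enzyme and substrate and 100% = substrate only without enzyme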
#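 System: isolated STEP enzyme; schedule: 20 min enzyme reaction at room temperature, protected from light; medium: Bis-Tris buffer pH 6.0, 2.5 mM DTT, 0.005% Tween 20; signal: fluorescence, 480/540 nm; dosing: single compound dose of 20 µM, 1% DMSO final; also added: OMFP substrate, 25 µM final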
# NadD inh – inhibitors of Staphylococcus aureus NadD; inhibition, % at 20 µM; actives 0.78% (n = 360,000); purified NadD enzyme, colorimetric absorbance read-out; in the data active = inhibition above about 26%; also: some compounds past the cut are filed as inactive
# TbMetRS inhib – Trypanosoma brucei MetRS inhibition. actives 0.4% (n = 360,000). inhibition, % at 11.9 µM. purified T. brucei MetRS, ATP depletion, Kinase-Glo luminescence. AID 624268;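 active = inhibition above a per-plate cutoff of the control wells' mean inhibition plus 3 SD, cut at about 5.5% in these data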;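 also: 0% = DMSO wells median and 100% = median of wells with control inhibitor compound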
#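 System: purified T. brucei MetRS enzyme / Detection: Kinase-Glo luciferase luminescence reporting remaining unconsumed ATP / Medium: HEPES buffer with MgCl2, KCl, DTT, spermine, BSA, pyrophosphatase / Replication: singlicate, one well per compound / Evaluation: percent inhibition relative to median high and low control wells / Schedule: 2 h aminoacylation at 25 °C after 15 min preincubation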
# MLLE-PAM2 inh – inhibitors of microRNA-mediated deadenylation, human PABP1 MLLE binding. actives 0.36% (n = 360,000). GST-MLLE / FITC-PAM2 fluorescence polarization. AID 588489. inhibition, % at 20 µM; in the data active = inhibition above about 35%, passing the limit was not always enough;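 also: plate controls were DMSO wells with GST-MLLE for no effect and wells lacking GST-MLLE protein for full effect; some results filed as inactive read as strong as hits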
# Rpn11 inh – blocks the human proteasome subunit Rpn11; actives 0.59% (n = 360,000); human 26S proteasome, Ub4-pepOG fluorescence polarization; 20S core pre-blocked with epoxomicin; AID 588493; O00487; calls only at 20 µM;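 active = inhibition at 20 µM, scaled to each plate's controls, above about 33%, limit read from the data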
# Target sequence (O00487 whole entry, looked up): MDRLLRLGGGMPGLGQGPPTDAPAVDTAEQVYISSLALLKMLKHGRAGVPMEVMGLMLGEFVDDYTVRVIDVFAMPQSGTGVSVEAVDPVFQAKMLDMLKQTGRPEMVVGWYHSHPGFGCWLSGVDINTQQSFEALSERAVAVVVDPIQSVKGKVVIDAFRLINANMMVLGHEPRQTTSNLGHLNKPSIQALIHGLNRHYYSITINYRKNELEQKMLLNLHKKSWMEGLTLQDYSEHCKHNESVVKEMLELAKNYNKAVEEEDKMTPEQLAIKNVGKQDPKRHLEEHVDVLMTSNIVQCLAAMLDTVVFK
# LMPTP block – blocks human LMPTP phosphatase. P24666. recombinant LMPTP-A, OMFP fluorogenic substrate, fluorescence intensity. inhibition, % at 20 µM. actives 0.22% (n = 360,000). AID 651560;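 active = compounds that cut the enzyme signal by at least half of the control window in the single-dose screen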;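 also: plate controls were DMSO wells with enzyme plus substrate for no effect and substrate without enzyme for full effect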
# Target sequence (P24666 whole entry, looked up): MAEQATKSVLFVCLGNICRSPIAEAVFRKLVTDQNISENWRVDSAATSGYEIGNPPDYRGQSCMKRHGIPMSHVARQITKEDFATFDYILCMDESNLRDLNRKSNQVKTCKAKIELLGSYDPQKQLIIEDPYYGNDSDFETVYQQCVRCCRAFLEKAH
#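 Test system: LMPTP-A phosphatase enzyme. Amount: LMPTP-A at 0.625 nM final in the reaction. Reagent: OMFP substrate, 400 µM final. Times: 50 min at room temperature. Signal: endpoint fluorescence intensity from OMFP dephosphorylation. Read-out basis: % inhibition. Benchmarks: no-enzyme and uninhibited controls.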
# DNMT1 block – blocks human DNA methyltransferase DNMT1. P26358. DNMT1 molecular beacon, Hinp1I cleavage, fluorescence. inhibition (reported as % activation of signal), % at 10 µM. actives 0.83% (n = 360,000). AID 588458; in the data active = inhibition above about 50%
# The depositor's hits bear a star; i = inactive; . = not tested or not shown; + = active, no number.
SMILES,Scp1 inh,SUMO1-SIM PPI,CSN deneddyl inh,STEP block,NadD inh,TbMetRS inhib,MLLE-PAM2 inh,Rpn11 inh,LMPTP block,DNMT1 block
CC[n+]1ccccc1/C=C1\Sc2ccc(C)cc2N1C,79*,-33,4,-1,13,-1.3,-153,i,0.6,1
Cc1ccc2oc(=O)c3cnn(CC(=O)NC4CCCCC4C)c3c2c1 (stereo not drawn),6,3,6,-4,-1,-0.5,-3,i,0.6,5
CN1CCN(C(=O)/C(=C/c2ccccc2)c2ccccc2)CC1,-6,1,0,-17,-2,0.4,-6,i,-1.0,-1
c1csc(-c2noc(COc3ccc4c(c3)CCCC4)n2)c1,-20,2,1,1,-2,-0.1,1,i,4.9,-3
S=C(N/N=C/c1ccc(Br)cc1)N1CCCCC1,9,-9,0,0,0,-0.5,-26,i,-0.1,-3
COc1ccc(NC(=O)CSc2ncnc3[nH]ncc23)cc1,-4,5,9,-1,1,-0.2,-6,i,-3.7,0
Cc1ncoc1C(=O)N1CCCC(CCC(=O)NCc2ccc(F)c(F)c2)C1 (stereo not drawn),-5,2,0,1,0,0.1,3,i,-0.3,0
CCC(C)[C@H](N)c1nnc(SCC(=O)Nc2ccc(C)cc2C)o1 (stereo partly drawn),-7,3,-2,1,0,-0.2,5,i,-1.8,-1
Cc1ccc(CSc2nnc(-c3ccncc3)n2CC2CCCO2)cc1 (stereo not drawn),0,1,-2,-1,1,-0.9,-7,i,-0.8,3
O=S(=O)(Nc1ccccc1)c1ccc2c(c1)CCO2,-2,3,7,-1,-3,-0.7,11,i,-1.1,2
COc1ccc(CN2CCC(N3CCC(C(=O)N4CCOCC4)CC3)CC2)c(F)c1,-11,-3,0,1,-2,0.1,2,i,-0.4,0
Nc1cc(Cl)cc2c1-c1ccc(Cl)cc1C2O (stereo not drawn),-8,-8,5,1,1,0.1,-20,i,8.6,4
Cc1cc(C)nc(SCC(=O)N2CCc3ccccc32)n1,-2,4,1,-1,5,-0.5,-14,i,1.2,1
O=C(Nc1ccc(F)cc1F)c1ccc2nc(N3CCOCC3)sc2c1,1,6,4,-2,-3,-0.2,-2,i,0.5,-2
O=[N+]([O-])c1ccc2c(c1)nc(CO)n2Cc1ccccc1,-5,-20,0,-2,-6,0.3,-1,i,-1.2,1
COc1cccc(SCc2noc(C(=O)NCCC(C)C)c2C(=O)NCCC(C)C)c1,-3,8,0,4,2,-0.2,-8,i,5.0,0
CCCNc1c(NS(=O)(=O)c2ccc3c(c2)CCCC3)c(=O)oc2ccccc12,-1,2,-1,0,3,-0.3,3,i,0.6,3
CNC(=O)/C(C#N)=C/c1c(N2CCN(c3ccc(OC)cc3)CC2)nc2c(C)cccn2c1=O,-6,-26,3,4,1,-1.9,-31,+,6.2,0
CCOC(=O)c1cnc(-n2nc(C)cc2C)nc1Oc1ccccc1F,4,-3,-3,2,0,-0.4,-2,i,-0.3,1
CCCOc1ccc(C(=O)NCCC(=O)NCCCC(=O)OCC)cc1,-6,-1,-1,-2,-1,-0.7,8,i,0.5,6
Cc1cc(C(=O)COC(=O)CCC(=O)c2ccc3c(c2)OCCO3)c(C)n1Cc1ccco1,13,3,-2,2,-3,-0.2,-3,i,4.9,7
NC(=O)C1CCCN(C(=O)c2ccc3c(c2)NC(=O)CS3)C1 (stereo not drawn),-5,1,-4,-2,0,-0.3,-3,i,-1.2,1
O=C(CSc1nc2ccccc2o1)NCc1ccc2c(c1)OCO2,-12,2,-3,1,-3,1.7,7,i,1.4,-10
C/C(=N/NC(=O)c1ccco1)c1cccnc1,0,8,-2,-2,0,-1.8,-9,i,-1.3,2
O=C1/C(=C/c2cccs2)CCc2ccccc21,-6,-21,5,0,-4,-1.1,8,i,0.3,4
CCCCN(C)C(=O)CCC(=O)NNc1nc2ccccc2c2nc(C)nn12,23,0,-3,-1,5,-1.1,1,i,0.2,2
CSc1nc2ccc(NC(=O)c3nn(C(C)C)c(=O)c4ccccc34)cc2s1,-8,-2,0,0,-12,-1.1,27,i,1.4,-6
O=C(CSc1nnc(Cc2cccs2)n1-c1ccccc1)NC1CCCCC1,32,-1,4,-1,4,-0.6,-62,i,0.4,2
CC1(C(=O)NS(=O)(=O)c2ccc(C#N)cc2)CCN1C(=O)CC1CC1 (stereo not drawn),.,1,3,-2,0,-0.3,-4,i,-3.2,7
Cc1ccc(NC(=O)CSC(C)C(=O)OCc2cc(=O)oc3cc(O)ccc23)cc1 (stereo not drawn),.,-1,1,1,0,-0.2,1,i,0.3,11
COCc1c(Br)c(C)[nH]c(=O)c1C#N,-2,-2,-4,1,-4,0.4,4,i,-1.6,3
O=C(CNC(=O)C1CCCCC1)Nc1ccccc1Cl,-3,3,-11,-1,3,-0.2,-6,i,-2.4,2
Cc1ccn2cc(-c3cccc(NS(C)(=O)=O)c3)nc2c1,-5,3,-10,10,-5,-0.7,1,i,2.4,-2
N/C(=N\OC(=O)c1ccc(Br)o1)c1cccnc1,-4,-8,-5,3,-6,-0.6,2,i,-1.9,3
CCCN1CCN(CCCNC(=O)Cn2nc(-c3ccc(Cl)cc3)ccc2=O)CC1,2,-9,1,0,-4,0.0,7,i,-2.1,2
O=C(CSc1nc(O)cc(=O)[nH]1)C1CC1,53*,1,-5,-5,4,-1.1,13,i,-1.0,2
c1ccc(Cn2nnc(CNc3ccccc3)c2-c2c(CNc3ccccc3)nnn2Cc2ccccc2)cc1,3,3,7,2,3,-0.4,-6,i,3.8,2
O=S(=O)(c1ccc(Cl)cc1)N1CCN(c2ccc(N3CCOCC3)nn2)CC1,3,-4,-2,3,5,-0.5,-4,i,-1.4,0
Cc1nn(-c2ccccc2)c(OC(=O)c2cccs2)c1S(=O)(=O)c1ccc([N+](=O)[O-])cc1,16,-24,3,1,-5,0.3,9,i,-1.4,-4
CN1CCc2c(sc3c2C(=O)NC(/C=C/c2ccco2)N3)C1 (stereo not drawn),-3,-18,17,7,6,-0.3,-32,i,2.1,21
CN(C)c1ccc(/C=N/NC(=O)c2nnn(-c3nonc3N)c2COc2ccc(F)cc2)cc1,7,7,5,6,17,0.0,-1,+,51*,32
CCCCc1ccc(NC(=S)N2CCCC(C)C2)cc1 (stereo not drawn),9,8,-16,29,6,-0.5,-88,i,0.4,6
O=C(Nc1ccc(N2CCN(C(=O)c3ccccc3)CC2)cc1)c1cc([N+](=O)[O-])ccc1N1CCOCC1,-4,-19,-2,-2,4,-0.2,-17,i,0.7,-1
CN(c1ccc(Cl)cc1)c1cc(=O)n(C)c2ccccc12,3,-5,1,2,6,0.0,7,i,3.3,-1
O=c1[nH]cnc2c1ncn2C1OCC(O)C(O)C1O (stereo not drawn),-1,2,4,2,-4,-1.7,2,i,-1.9,-2

# Reformatted: entries from further up.
compound | Scp1 inh | SUMO1-SIM PPI | CSN deneddyl inh | STEP block | NadD inh | TbMetRS inhib | MLLE-PAM2 inh | Rpn11 inh | LMPTP block | DNMT1 block
CC[n+]1ccccc1/C=C1\Sc2ccc(C)cc2N1C | 79* | -33 | 4 | -1 | 13 | -1.3 | -153 | i | 0.6 | 1
Cc1ccc2oc(=O)c3cnn(CC(=O)NC4CCCCC4C)c3c2c1 (stereo not drawn) | 6 | 3 | 6 | -4 | -1 | -0.5 | -3 | i | 0.6 | 5
CN1CCN(C(=O)/C(=C/c2ccccc2)c2ccccc2)CC1 | -6 | 1 | 0 | -17 | -2 | 0.4 | -6 | i | -1.0 | -1
c1csc(-c2noc(COc3ccc4c(c3)CCCC4)n2)c1 | -20 | 2 | 1 | 1 | -2 | -0.1 | 1 | i | 4.9 | -3
S=C(N/N=C/c1ccc(Br)cc1)N1CCCCC1 | 9 | -9 | 0 | 0 | 0 | -0.5 | -26 | i | -0.1 | -3
COc1ccc(NC(=O)CSc2ncnc3[nH]ncc23)cc1 | -4 | 5 | 9 | -1 | 1 | -0.2 | -6 | i | -3.7 | 0
Cc1ncoc1C(=O)N1CCCC(CCC(=O)NCc2ccc(F)c(F)c2)C1 (stereo not drawn) | -5 | 2 | 0 | 1 | 0 | 0.1 | 3 | i | -0.3 | 0
CCC(C)[C@H](N)c1nnc(SCC(=O)Nc2ccc(C)cc2C)o1 (stereo partly drawn) | -7 | 3 | -2 | 1 | 0 | -0.2 | 5 | i | -1.8 | -1
Cc1ccc(CSc2nnc(-c3ccncc3)n2CC2CCCO2)cc1 (stereo not drawn) | 0 | 1 | -2 | -1 | 1 | -0.9 | -7 | i | -0.8 | 3

# Further compounds.
SMILES,Scp1 inh,SUMO1-SIM PPI,CSN deneddyl inh,STEP block,NadD inh,TbMetRS inhib,MLLE-PAM2 inh,Rpn11 inh,LMPTP block,DNMT1 block
CCCCNC(=O)c1ccccc1NC(=O)c1ccc2c(c1)OCO2,1,-1,8,-1,-3,-0.2,10,i,-0.4,6
CCOC(=O)N1CCN(C(=O)/C=C/c2ccc3c(c2)OCO3)CC1,-4,-2,-12,-3,1,-0.5,2,i,-1.1,-3
CC(=O)Nc1ccc(C(=O)OCCCOC(=O)c2ccc(NC(C)=O)cc2)cc1,-8,2,2,-2,-2,-0.5,-3,i,0.0,-1
CC(C)(C)OC(=O)N/N=C/c1cn(-c2ccccc2)nc1-c1cccnc1,3,1,6,-4,1,-0.8,-6,i,-0.7,-2
COc1ccc(S(=O)(=O)NCC(c2ccc3c(c2)OCO3)N2CCN(C)CC2)cc1OC (stereo not drawn),-8,-1,-8,-2,-8,-0.1,2,i,-0.8,3
Cc1ccc(O)c(C(=O)c2cnc3onc(-c4ccc(F)cc4)c3c2)c1,-7,-1,-10,4,-9,-1.1,0,i,0.2,9
O=C(CCN1CCC(c2cccs2)=N1)c1cccs1,-27,-16,3,-3,-4,0.6,13,i,0.5,0
COc1ccc(NS(=O)(=O)c2cc(NC(=O)c3cnccn3)ccc2OC)cc1Br,-12,9,-5,4,-4,-0.3,-4,i,0.1,-4
